# tim23-1 inh: growth inhibitors of tim23-1 mutant yeast, primary screen, luminescence, uHTS. S. cerevisiae tim23-1 growth, BacTiter-Glo luminescence, 24 h. inhibition, % at 20 µM. hit rate 1.3% among 330,000;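 active = growth inhibition of the mutant yeast at or above 50%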;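 note: temperature-sensitive mutant grown at 25 °C; plate controls were DMSO-treated mutant yeast for no effect and medium wells lacking yeast for full effect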
# CHOP UPR activ: activators of apoptotic CHOP UPR arm, primary screen, cell-based, CHO-CHOP luciferase reporter, luminescence, uHTS; activation, % at 10 µM; UPR activation; percent of tunicamycin response over DMSO baseline; AID 449763, 2010; hit rate 0.34% among 330,000;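 active = at 10 µM dose, activation of 40% or more, normalized to positive control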;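 note: 100% = tunicamycin at 10 µg/mL and 0% = DMSO alone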
#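 assay system = CHO CHOP reporter cells | amount = 500 CHO-CHOP cells per well | buffer or medium = F12 with 10% FBS | incubation = 16-18 h cell attachment, then 6 h compound exposure, 37 °C | detection = luminescence read with Steady-Glo | read-out = percent activation relative to tunicamycin control | controls = tunicamycin high control, DMSO low control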
# NR3A LBD binder: binders of NR3A ligand-binding domain, primary screen, biophysical, differential scanning fluorimetry, uHTS | NR3A LBD differential scanning fluorimetry, Tm shift; 0% = protein alone, 100% = glycine-bound protein | Glutamate receptor ionotropic, NMDA 3A (GRIN3A) ligand-binding domain | AID 1259313, 2017 | Tm shift relative to glycine control, % at 25 µM | hit rate 2.5% among 340,000;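 active = melting temperature shift of at least 10% of the positive control shift, at one fixed dose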
# UPR XBP1 act: activators of adaptive XBP1 UPR arm, primary screen, cell-based, CHO-XBP1 luciferase reporter, luminescence, uHTS; IRE1-XBP1 UPR activation; percent of tunicamycin response, DMSO as zero; activation, % at 20 µM; hit rate 0.33% among 330,000; AID 463104, 2010;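 active = versus positive control, 20 µM dose yields 30% or more activation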;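 note: 100% = tunicamycin at 10 µg/mL and 0% = DMSO only wells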
#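 Material: IRE1-XBP1 luciferase reporter CHO line / Quantity: one thousand reporter cells per well / Buffer or medium: F12 with 10% serum / Compound: 20 µM single concentration, DMSO 1% / Times: 6 h treatment, 37 °C / Detection: Steady-Glo luciferase glow luminescence, 10 min after reagent addition / Benchmarks: tunicamycin high, DMSO low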
# NALP3 yeast inh: NALP3 inflammasome inhibitors in reconstituted yeast, primary screen, luminescence, uHTS; Yeast reconstituted NLRP3/ASC/caspase-1, beta-gal luminescence, 24 h; inhibition, % at 10 µM; hit rate 0.39% among 330,000; AID 2825, 2010;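 active = inhibition of 50% or more; inactive = inhibition below 50%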;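 note: plate controls were induced DMSO wells for no effect and uninduced yeast grown without galactose for full effect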
# TIM10 inh: growth inhibitors of isogenic TIM10 control yeast, primary screen, counter-screen for tim10-1 yeast inhibitor project, luminescence, uHTS. S. cerevisiae TIM10 strain growth, BacTiter-Glo luminescence, 24 h. inhibition, % at 10 µM. hit rate 1.4% among 330,000. AID 463195, 2010;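 active = inhibition of 40% or more at the single tested concentration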;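 note: wild-type TIM10 isogenic control strain grown at permissive 25 °C; 0% = DMSO yeast wells and 100% = minimal medium wells without yeast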
# APJ ag: agonists of human apelin receptor APJ, primary screen, CHO-K1 cells, PathHunter beta-arrestin, luminescence. P35414. 0% DMSO wells, 100% apelin. activation, % at 20 µM. hit rate 0.11% among 330,000;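 active = activation more than six SD over the plate average, tested at 20 µM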;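 note: 0% = DMSO alone and 100% = apelin-13 at 10 nM; some results filed as inactive read as strong as hits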
#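 assay system = CHO-K1 APJ beta-arrestin complementation cell line | input = cell density 1000 per well | dosing = compound 20 µM once, DMSO 1% | timing = compound 90 min 25 °C, reagent 1 h | measured by = luminescence from split beta-galactosidase complementation, Galacton Star/Emerald II substrate | read-out basis = APJ agonist activity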
# tim10-1 inh: growth inhibitors of tim10-1 mutant yeast, primary screen, luminescence, uHTS; S. cerevisiae tim10-1 ts strain growth, BacTiter-Glo, 24 h; inhibition, % at 20 µM; hit rate 2.2% among 330,000; AID 463190, 2010;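 active = inhibition of at least 40%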;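 note: mutant grown at 25 °C; 0% = DMSO wells with yeast and 100% = wells holding no yeast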
# Mdm2 MdmX PPI: inhibitors of human Mdm2-MdmX association, primary screen, cell-based, luminescence, split luciferase, SaOS-2, uHTS | SaOS-2 split-luciferase Mdm2/MdmX complementation | Protein Mdm4 (Homo sapiens) + E3 ubiquitin-protein ligase Mdm2 (Homo sapiens), … | hit rate 3% among 330,000 | inhibition, % at 8 µM;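 active = inhibition of at least 50% at 8 µM in the primary screen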
# Target sequence (O15151 whole entry, looked up): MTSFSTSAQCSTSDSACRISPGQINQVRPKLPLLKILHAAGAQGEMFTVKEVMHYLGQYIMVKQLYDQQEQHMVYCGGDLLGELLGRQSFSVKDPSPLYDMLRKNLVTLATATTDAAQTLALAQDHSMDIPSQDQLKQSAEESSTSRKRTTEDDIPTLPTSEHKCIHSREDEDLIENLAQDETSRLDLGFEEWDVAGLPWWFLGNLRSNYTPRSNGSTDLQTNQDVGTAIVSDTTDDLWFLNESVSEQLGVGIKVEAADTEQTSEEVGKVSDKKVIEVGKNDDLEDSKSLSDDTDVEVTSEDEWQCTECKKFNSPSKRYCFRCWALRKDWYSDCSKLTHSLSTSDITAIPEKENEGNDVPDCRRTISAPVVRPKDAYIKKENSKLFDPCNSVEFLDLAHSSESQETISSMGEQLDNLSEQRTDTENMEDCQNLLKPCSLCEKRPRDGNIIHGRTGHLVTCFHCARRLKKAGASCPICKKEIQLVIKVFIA
# Target sequence (Q00987 whole entry, looked up): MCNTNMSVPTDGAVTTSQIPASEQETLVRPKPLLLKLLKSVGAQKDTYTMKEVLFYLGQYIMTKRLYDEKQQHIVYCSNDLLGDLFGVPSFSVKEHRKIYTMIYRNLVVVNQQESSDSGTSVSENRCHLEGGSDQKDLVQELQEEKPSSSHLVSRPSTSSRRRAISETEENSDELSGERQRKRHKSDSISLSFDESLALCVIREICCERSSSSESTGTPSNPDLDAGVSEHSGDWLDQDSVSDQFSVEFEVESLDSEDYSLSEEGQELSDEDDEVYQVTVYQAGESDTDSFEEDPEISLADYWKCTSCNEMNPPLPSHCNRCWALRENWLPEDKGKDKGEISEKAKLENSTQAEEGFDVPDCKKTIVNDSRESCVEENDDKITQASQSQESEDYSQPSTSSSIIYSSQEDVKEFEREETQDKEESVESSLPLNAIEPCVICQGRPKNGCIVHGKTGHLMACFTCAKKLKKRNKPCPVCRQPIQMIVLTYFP
# Active calls of the source: *; . = not tested or not shown.
SMILES,tim23-1 inh,CHOP UPR activ,NR3A LBD binder,UPR XBP1 act,NALP3 yeast inh,TIM10 inh,APJ ag,tim10-1 inh,Mdm2 MdmX PPI
COCCCNC(=O)CC(C)c1ccccc1 (stereo not given),11,-0.8,-1,-1,-6,-3,-2,-7,17
Cc1cccc(NC(=O)C2CCCN2C(=O)OCC(C)C)c1C (stereo not given),11,0.8,0,-1,-17,1,-1,6,15
COc1ccc(NS(=O)(=O)c2ccc(F)c(Cl)c2)cn1,4,0.1,0,-3,26,-15,-2,10,19
O=C(OCC(=O)N1CCCC1)c1ccc(Cl)c([N+](=O)[O-])c1,5,3.0,1,-5,12,-23,1,16,8
Cc1ccnc(NC(=O)C2CCN(S(=O)(=O)c3ccc(Cl)c(C(F)(F)F)c3)CC2)c1,3,0.8,-11,-5,34,-4,-5,-20,22
COc1ccc(N(C(C)C(=O)NCCSCc2cccc(Cl)c2)S(C)(=O)=O)cc1 (stereo not given),20,-1.3,-4,-4,9,0,1,8,-29
COc1ccc(CN2CCCCC2C)cc1C (stereo not given),-4,2.6,1,-4,10,8,-3,-5,19
O=C(N/C(=C/c1ccccc1Cl)C(=O)N1CCOCC1)c1ccccc1,6,0.8,3,3,-4,0,0,-10,-14
NS(=O)(=O)c1cc(C(=O)NNC(=O)c2ccc3c(c2)OCO3)ccc1Cl,-3,-0.5,0,-2,13,-4,-6,-20,13
Cc1ccc(OCC(=O)Nc2ccc(S(=O)(=O)N3CCOCC3)cc2)c(Br)c1,14,0.5,-21,-3,11,21,-7,30,16
CCOc1ccccc1N(C)C(=O)Cn1ncc2c([nH]c3ccc(C)cc32)c1=O,30,-1.7,0,-4,6,20,-1,22,39
C=CC[C@@H](CC(=O)N[C@H](CO)Cc1ccccc1)C(=O)N[C@H](COC(=O)[C@@H](CC=C)CC(=O)OC(C)(C)C)Cc1c[nH]c2ccccc12,8,5.6,-2,5,-2,2,-2,17,26
C/C(=C\c1ccccc1)CN1CCC(C(=O)N2CCCC(C)C2)CC1 (stereo not given),-1,1.9,-1,1,-5,3,-5,-2,2
COc1ccc(C(=O)COC(=O)c2ccc(N(C)C)cc2)cc1,15,1.1,-5,1,12,-21,2,-9,-27
CCN1CCc2c(OCC(=O)Nc3ccc(C)cc3)cccc2C1=O,6,0.4,7,-1,16,-4,-3,5,17
N=c1c(C(=O)NCc2ccccc2)cc2c(=O)n3ccccc3nc2n1Cc1ccco1,5,2.4,-2,1,2,27,-8,30,37
O=C(O)C1[C@H]2C(=O)N(C3CCCC3)C[C@]23C=C[C@H]1O3 (stereo not given in full),2,0.9,1,-1,6,-11,3,-12,11
CN1CCN(S(=O)(=O)c2cccc(C(=O)Nc3nc(-c4ccccc4)cs3)c2)CC1,20,2.7,-5,0,17,16,-2,23,30
CCCc1cc(=O)n2[nH]c(NCc3ccc(OC)c(OC)c3)nc2n1,0,-1.2,-1,-4,14,-2,-2,7,-3
CCOC(=O)Cn1c(=O)c2c(nc3n2CCCN3Cc2ccccc2)n(C)c1=O,3,1.3,-1,-3,11,7,3,7,13
COc1cc(CNCc2ccco2)ccc1OCc1ccccc1,7,0.9,0,0,8,-3,3,16,-10
CC(=O)Nc1c2c(nn1-c1cccc(C)c1)CSC2,-8,1.0,-1,-2,11,-2,-1,8,18
Cn1cnnc1SCCC(=O)Nc1ccc(Cl)cc1,6,0.1,0,0,-4,-3,-3,-5,-9
O=S(=O)(Cc1cc(Cl)nc(-c2ccccc2)n1)c1ccccc1,-7,-0.2,0,-3,28,-67,-4,-3,19
COc1cc(NS(=O)(=O)c2ccc(NC(=O)c3ccc(S(=O)(=O)N4CCCC4)cc3)cc2)ncn1,8,-0.3,.,-2,-6,-10,0,-18,-17
CC1CCN(CCCn2c(SCC(=O)NC3CCCC3)nc3ccccc3c2=O)CC1,1,1.2,-1,-1,19,8,-3,10,-17
CN1C[C@@H]2C[C@@H](c3ccc(C#CC(C)(C)O)s3)N3CCC[C@@]23C1=O,3,-0.2,-2,0,18,-1,-3,10,11
O=C(c1ccc([N+](=O)[O-])cc1)N1C=CC(C(F)(F)F)=NCC1,11,1.0,-1,-1,9,4,-1,0,9
CCCCn1c(N)c(N(CC)C(=O)c2ccc(C#N)cc2)c(=O)[nH]c1=O,8,0.5,-1,5,-3,4,0,8,-40
CC[C@@]1(c2ccccc2)C(=O)N(C(=O)OC)N1C(=O)OC,-8,-0.7,2,-1,13,-14,-5,0,19

# Among those listed so far, these contain fluorine:
SMILES,tim23-1 inh,CHOP UPR activ,NR3A LBD binder,UPR XBP1 act,NALP3 yeast inh,TIM10 inh,APJ ag,tim10-1 inh,Mdm2 MdmX PPI
COc1ccc(NS(=O)(=O)c2ccc(F)c(Cl)c2)cn1,4,0.1,0,-3,26,-15,-2,10,19
Cc1ccnc(NC(=O)C2CCN(S(=O)(=O)c3ccc(Cl)c(C(F)(F)F)c3)CC2)c1,3,0.8,-11,-5,34,-4,-5,-20,22
O=C(c1ccc([N+](=O)[O-])cc1)N1C=CC(C(F)(F)F)=NCC1,11,1.0,-1,-1,9,4,-1,0,9

# (list continues)
SMILES,tim23-1 inh,CHOP UPR activ,NR3A LBD binder,UPR XBP1 act,NALP3 yeast inh,TIM10 inh,APJ ag,tim10-1 inh,Mdm2 MdmX PPI
Cc1cccc(C)c1NC(=O)CNC(=O)C(NC(=O)c1ccc(C(C)(C)C)cc1)C(C)C (stereo not given),2,-1.1,2,-2,8,7,-5,13,17
Cc1ccc(-c2cc(C(=O)NCCCn3ccnc3)c3ccccc3n2)s1,11,0.6,-3,-1,22,26,-2,31,13
COc1ccc(NC(=O)c2ccccc2SC)cc1,12,1.3,1,3,6,-3,-4,18,-1
O=C(NC(=S)Nc1ccc(CN2CCOCC2)cc1)c1cccc(F)c1,-3,3.3,1,-3,21,-10,-5,3,4
Cc1ccc(Cl)cc1NC(=O)C1CCCN(c2cnccn2)C1 (stereo not given),16,2.2,-4,-3,3,5,2,12,-10
C=CCOc1cccc(C2C(C(=O)c3ccco3)=C(O)C(=O)N2Cc2cccnc2)c1 (stereo not given),-2,-1.2,-2,-2,1,-18,0,-7,-1
CCC[N+](CC#Cc1ccccc1)(CCC)CC(=O)c1ccc(Cl)cc1,17,0.0,7,-2,13,1,-11,15,-11
CC1=C(C(=O)OCC2CCCO2)C(c2ccc(C)o2)C2=C(CC(c3ccc(F)cc3)CC2=O)N1 (stereo not given),-1,-1.8,-3,-3,6,8,-1,24,-10
Cc1nc(SCC(=O)N2CCCC2=O)nc(C)c1C,4,0.9,1,-1,0,0,0,4,-2
CCc1cc2cccc(C)c2nc1SCC(=O)NNC(=O)c1ccco1,3,0.6,-1,-4,12,26,1,9,34
CCC(C)NC(=O)c1ccc(NC(=O)CC2SC(N3CCCC3)=NC2=O)cc1 (stereo not given),5,0.7,2,1,6,4,-5,7,27
COC(=O)Nc1ccc2c(c1)Nc1ccccc1CC2,66*,3.6,-6,-1,12,6,-3,32,22
CC(C)(C)C(=O)NCCCc1ccccc1,8,-0.9,-1,-2,27,-3,5,0,-10
O=C(NCC(c1ccco1)N1CCc2ccccc21)c1ccc([N+](=O)[O-])cc1 (stereo not given),12,0.0,-4,-4,24,15,1,6,14
COc1ccccc1C1C(C#N)=C(N)N(c2cccnc2)C2=C1C(=O)CC(C)(C)C2 (stereo not given),3,-0.3,1,-2,-20,2,0,1,1
O=C(N/N=C/c1ccc2c(c1)OCO2)c1ccc(NC(=O)c2ccccc2Cl)cc1,2,3.1,22*,-1,9,-16,5,-11,14
O=C1N(c2ccccc2)C(c2ccccc2)C12CCCCC2 (stereo not given),48,0.9,-1,1,.,3,.,15,26
ONC(=Nc1ccccc1)C(=Nc1ccccc1)NO,12,-0.9,0,-2,-10,-13,-3,0,9
COc1ccc(C2SCC(=O)N2c2c(C)n(C)n(-c3ccccc3)c2=O)c(OC)c1 (stereo not given),16,-0.4,-1,0,3,4,-7,4,-3
Cc1cccc(NC(=O)C2CCN(S(=O)(=O)c3c(C)c(C)cc(C)c3C)CC2)n1,35,0.9,-3,-1,25,27,15,29,24
CCN1C(=O)[C@H]2[C@@H](c3ccc(-c4ccccc4)cc3)N[C@@](CC(C)C)(C(=O)OC)[C@H]2C1=O,14,-0.3,4,0,15,19,-3,16,30
N/C(Cc1cccs1)=N\OC(=O)COc1ccc(Cl)cc1Cl,44,9.3,-39,-1,26,26,-2,49*,-71
O=C(Nc1ccccc1N1CCOCC1)c1cccs1,-12,0.8,0,-2,20,-1,-4,29,-2
O=C(Cn1cc2c(n1)CCCC2)NCCCN1CCCC1,-13,-0.3,0,0,22,8,-1,-10,21
Cc1ccc(-c2nn(-c3ccccc3)cc2CC(=S)N2CCOCC2)cc1,34,-1.3,2,-5,13,2,-1,16,9
Cc1cc(C)c(S(=O)(=O)N2CCCCC2)c(C)c1N(C)S(=O)(=O)c1ccccc1,24,0.9,1,-4,0,16,-1,29,12
O=c1c2ccccc2nnn1CSc1nnc2sc3ccccc3n12,27,-6.3,.,-7,0,13,2,29,53*
COc1ccccc1NC(=O)CSc1nnc(-c2ccco2)n1Cc1ccco1,8,0.2,-1,0,4,0,-2,20,4
CC(=O)c1c(O)ccc2c(-c3ccccc3)cc(=O)oc12,14,2.8,0,1,16,-1,-1,-8,8
Cc1ccc(C(=O)COC(=O)CNC(=O)Cc2ccccc2)cc1,-4,4.7,0,-7,12,12,-1,-1,-4
CS(=O)(=O)N1CCN(C(=O)CSc2ccccc2)CC1,-6,0.0,-4,-5,28,0,-3,-3,19
COC(=O)c1cc(S(=O)(=O)NCC2CCN(Cc3ccc(C)cc3)CC2)cn1C,9,1.7,1,-3,16,-3,-1,-2,-6
COC(=O)c1cc(OC)c(OC)cc1NC(=O)c1ccc(Br)o1,-5,1.3,0,-3,3,24,-4,26,-9
CCN(CC)c1ccc(NC(=O)c2c(OC)cccc2OC)c(C)c1,21,0.4,0,-1,-3,16,-3,16,-18
Cc1ccc(CCNC(=O)C2CCC(CNc3c(N4CCCC4)c(=O)c3=O)CC2)cc1 (stereo not given),8,-0.5,17*,1,5,0,-2,14,19
CCC(C)C(NC(=O)C1CCC(C)CC1)C(=O)Nc1cc(OC)ccc1OC (stereo not given),11,-0.2,-2,-2,2,6,4,12,6

# Source: PubChem (Sanford-Burnham Center for Chemical Genomics)
